GBA activity up: glucocerebrosidase activity enhancement; P04062; L444P Gaucher fibroblasts, 4-MU-glucoside fluorescence, 3 days; activation, % at 10 µM; 30,000 tested, 0.44% active; AID 784; in the data active = activation above about 65%;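 also: 0% = vehicle wells and 100% = positive control wells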
Target sequence (P04062 whole entry L483P): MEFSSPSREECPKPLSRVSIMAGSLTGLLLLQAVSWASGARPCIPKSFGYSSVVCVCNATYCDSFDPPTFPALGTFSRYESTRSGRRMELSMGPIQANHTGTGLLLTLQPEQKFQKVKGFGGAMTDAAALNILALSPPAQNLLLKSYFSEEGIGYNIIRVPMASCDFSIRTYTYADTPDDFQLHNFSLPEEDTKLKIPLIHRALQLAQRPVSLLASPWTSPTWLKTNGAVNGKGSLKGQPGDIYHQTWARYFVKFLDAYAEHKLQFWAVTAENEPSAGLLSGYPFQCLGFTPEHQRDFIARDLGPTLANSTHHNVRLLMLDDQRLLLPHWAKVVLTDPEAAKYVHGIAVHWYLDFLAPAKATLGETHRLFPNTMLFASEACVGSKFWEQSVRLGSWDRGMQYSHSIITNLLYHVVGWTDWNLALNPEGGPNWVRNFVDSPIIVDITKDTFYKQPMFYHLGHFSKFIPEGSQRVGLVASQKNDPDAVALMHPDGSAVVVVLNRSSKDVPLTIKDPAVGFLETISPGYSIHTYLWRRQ
Numbers without * were called inactive. Only part of the results is shown. The share of hits here may be higher or lower than overall.

SMILES | GBA activity up
CC(C(=O)NC1CCCC1)N(C(=O)c1snc(C(N)=O)c1N)c1ccc2c(c1)OCCO2 (stereo not given) | -10
O=C(CN1C(=O)CSc2ccccc21)N1CCc2ccccc21 | -6
Cc1cc(C(=O)NC(C)c2ccncc2)cs1 (stereo not given) | -37
CCOC(=O)c1c(-c2ccccc2)oc2ccc(O)c(CN3CCOCC3)c12 | -40
O=C(CSc1nnc(CNc2ccc(F)cc2)o1)N1CCCc2ccccc21 | -8
NC(=O)CSc1nnc(-c2ccc(S(=O)(=O)N3CCOCC3)cc2)n1Cc1ccccc1 | -8
Cc1ccc(CN2C(=O)CCC2C(=O)NCCCN2CCCCC2C)cc1 (stereo not given) | 6
O=C(c1cnc2n(c1=O)CCS2)N(c1ccccc1)C1CCCCC1 | -18
COc1ccc(NC(=O)C2CCCCN2CC(=O)OCc2ccccc2)cc1OC (stereo not given) | -11
COc1ccc(-c2noc(CCCC(=O)O)n2)cc1 | 10
O=c1[nH]c(NCCO)nc2c1C1(CCCCC1)Cc1ccccc1-2 | -14
CCOC(=O)c1[nH]c2ccc(OC)cc2c1N=CN(C)C | -13
CCN(CC)CCCn1c(=S)[nH]c2cc(Cl)ccc2c1=O | -10
COC(=O)c1ccc(-c2n[nH]c(=O)c3ccccc23)cc1 | -7
O=C(CN(c1ccc2c(c1)OCCO2)S(=O)(=O)c1ccccc1)NCC1CCCO1 (stereo not given) | -2
O=C(Cn1nc(-c2cccc(Cl)c2)ccc1=O)Nc1cccnc1 | 1
CCOC(=O)C1=C(CN2CCC(C)CC2)NC(=O)NC1c1ccc(Cl)cc1 (stereo not given) | -30
CC1=C(Sc2nc3ccccc3[nH]2)C(=O)NC(C)(C)C1 | -10
CN(C)c1ccc(NC(=O)c2ccc(COc3cccc(Cl)c3)o2)cc1 | 22
c1ccc(-n2cnnc2SCc2nc3ccccc3s2)cc1 | -19
O=C(CCn1c(=O)[nH]c2ccsc2c1=O)N1CCc2ccccc2C1 | 5
COc1ccccc1OCc1nc2ccccc2[nH]1 | -46
O=C1CN(c2ccccc2Cl)C(=O)CN1c1ccccc1Cl | -16
N#Cc1ccc(CSc2nnc(NC(=O)CN3C(=O)C4CC=CCC4C3=O)s2)cc1 (stereo not given) | -17
O=C(Nc1ccccn1)N1CCOCC1 | 11
COc1ccc(NC(C)=O)cc1NC(=O)CN1CCN(C2c3ccccc3-c3ccccc32)CC1 | 9
COc1ccc(OC)c(C(=O)CSc2nnc(-c3cccs3)o2)c1 | -15
Cc1ccc(S(=O)(=O)N2CCOCC2)cc1C(=O)NCc1ccco1 | -7
Cc1ccc(-c2noc(CNCCCN(C)C)n2)cc1 | -1
O=C1c2ccncc2C(=O)N1CO | -22
Cn1c(=O)c2c(nc(CN3CCC(C(N)=O)CC3)n2CCc2ccccc2)n(C)c1=O | 10
CN1CCN(c2ccccc2NC(=O)c2cc(Br)ccc2Cl)CC1 | -7
CCC1CCCCN1CCCNC(=O)COc1cc(=O)n(C)c2ccccc12 (stereo not given) | -3
CC1(C)SC2c3ccccc3C(=O)N2[C@@H]1C(=O)NCc1ccco1 (stereo not given in full) | -3
N#CC(C(=O)NCc1ccco1)c1nc2ccccc2nc1N1CCOCC1 (stereo not given) | -9
Cc1cc(NC(=O)CCC2CCCC2)no1 | -23

Structural class: the entries above containing an aryl methoxy group.
SMILES | GBA activity up
COc1ccc(NC(=O)C2CCCCN2CC(=O)OCc2ccccc2)cc1OC (stereo not given) | -11
COc1ccc(-c2noc(CCCC(=O)O)n2)cc1 | 10
CCOC(=O)c1[nH]c2ccc(OC)cc2c1N=CN(C)C | -13
COc1ccccc1OCc1nc2ccccc2[nH]1 | -46
COc1ccc(NC(C)=O)cc1NC(=O)CN1CCN(C2c3ccccc3-c3ccccc32)CC1 | 9
COc1ccc(OC)c(C(=O)CSc2nnc(-c3cccs3)o2)c1 | -15

Continuation.
SMILES | GBA activity up
CCN1CCCC1CNC(=O)CSc1cc(=O)n(C)c2cc(Cl)ccc12 (stereo not given) | -5
Oc1ccccc1C1=Nc2nc3ccccc3n2C(c2ccccc2)C1 (stereo not given) | -29
CCc1ccc(NC(=O)CCn2c(=O)oc3ccccc32)cc1 | -33
CCn1nnnc1SCC(=O)Nc1ccc(OCc2ccccc2)cc1 | 3
CCC(=O)Nc1cccc(NC(=O)CSc2nnc(C(C)C)n2CC)c1 | -8
O=C(O)COc1ccc(Cl)cc1CO | 25
Cc1ccc(C)c(SCC(=O)Nc2nnc(-c3ccccc3)o2)c1 | -12
CCOC(=O)c1ccc2nc(NC(=O)c3cccs3)sc2c1 | -31
COC(=O)c1ccc2c(=O)n(CCCN3CCCC3=O)c(=S)[nH]c2c1 | -7
COc1ccccc1N1CCN(c2ncnc3c2oc2ccccc23)CC1 | -54
O=c1cc(O)nc(SCc2ccccc2)[nH]1 | -8
Cc1nnc(Oc2ccccc2)c2ccccc12 | -26
c1ccc(Cn2nnnc2C(c2ccncc2)N2CCOCC2)cc1 (stereo not given) | -12
O=C(O)CC(NC(=O)OCc1ccccc1)c1ccccc1 (stereo not given) | -11
O=C(Cc1ccccc1)N(c1ccc(F)cc1)C1C=CS(=O)(=O)C1 (stereo not given) | -17
COc1cc(S(=O)(=O)N(Cc2cccnc2)Cc2ccco2)ccc1-n1cnnn1 | 8
CCCCC(SCC(=O)Nc1ccccc1)C(=O)O (stereo not given) | -13
CC1=C(C#N)C(C(F)(F)F)(C(F)(F)F)N=C(c2ccco2)N1 | -16
COc1ccccc1-n1c(CNC(=O)c2ccco2)nnc1SCC(=O)Nc1ccc(F)cc1 | -8
O=C(Nc1cccc(-c2cnc3ccccc3n2)c1)c1ccco1 | 8
COc1ccccc1C(=O)Nn1c(C2CCC2)nc2ccccc2c1=O | 17
COCc1nnc(NS(=O)(=O)c2ccccc2)s1 | -14
CC(C[N+](C)(C)C)OC(N)=O (stereo not given) | -17
CCOC(=O)N1CCC(NC(=O)CCC(=O)N2CC(C)Oc3ccccc32)CC1 (stereo not given) | -5

A second format for part of the listing above:
SMILES	GBA activity up
CCCCC(SCC(=O)Nc1ccccc1)C(=O)O (stereo not given)	-13
O=C(Cc1ccccc1)N(c1ccc(F)cc1)C1C=CS(=O)(=O)C1 (stereo not given)	-17
c1ccc(Cn2nnnc2C(c2ccncc2)N2CCOCC2)cc1 (stereo not given)	-12
COc1cc(S(=O)(=O)N(Cc2cccnc2)Cc2ccco2)ccc1-n1cnnn1	8

Other structures:
SMILES | GBA activity up
O=C(O)c1ccccc1S | -32
CCN(CC(=O)Nc1ccccc1C(=O)OC)S(=O)(=O)c1ccccc1 | -3
O=S(=O)(NCc1cccnc1)c1ccc(Cl)c(Cl)c1Cl | -3
Cc1ccc(S(=O)(=O)Cc2ccc(C(=O)NCc3ccc4c(c3)OCO4)o2)cc1 | -18
Cc1cc2ncn(S(=O)(=O)c3ccc(S(=O)(=O)N4CCOCC4)cc3)c2cc1C | -43
COCCCn1c(CCC(=O)O)ccc1-c1cccs1 | -32
CCOc1cc(C(=O)NCc2ccncc2)cc(OCC)c1OCC | 10
O=C(c1ccccc1CCc1ccccc1)N1CCN(c2ccccn2)CC1 | -26
Cc1cc2ccccc2n1CCNC(=O)C1CCCC1 | -14
Cc1ccc(CCNC(=O)C2CCCN(c3nc4ccccc4o3)C2)cc1 (stereo not given) | -4
NC(=O)c1c(N)sc(=S)n1-c1ccccc1 | 3
O=C(NCc1ccccc1)c1cc(S(=O)(=O)N2CCOCC2)ccc1F | 0
CC1CCCC(C)N1S(=O)(=O)c1ccc(NC(=O)CNCC2CCCO2)cc1 (stereo not given) | -24
O=C(Nc1ccc2c(c1)OCO2)c1cccc2c1C(=O)N(Cc1cccnc1)C2 | 13
Cc1cccc(N(C)C(=S)Oc2ccc3ccccc3c2)c1 | -20
CN1C(=O)C(O)(CC(=O)c2ccccn2)c2cc(Br)ccc21 (stereo not given) | -21
C=C(C)CSc1nnc2[nH]c(=O)cc(N)n12 | -13
CCN(CC)S(=O)(=O)c1cc(Br)ccc1OC | -7
CCCCCn1c(CN2CCN(c3cc(Cl)ccc3C)CC2)nc2c1c(=O)[nH]c(=O)n2C | -19
CC(=O)c1ccc(C(C)(C)c2ccc(C(C)=O)s2)s1 | -11
Cc1cc(NS(=O)(=O)c2ccc(NC(=O)Nc3ccc4c(c3)OCO4)cc2)no1 | 8
O=S(=O)(NC1=NCCC1)c1cccs1 | 3
O=C(COC(=O)c1ccccc1NC(=O)c1ccco1)NCCC1=CCCCC1 | 28
Cc1ccc(NC(=O)CSc2nnc(CSc3nc(C)cc(C)n3)n2Cc2ccco2)c(C)c1 | -5
COc1ccc(NC(=O)c2cc(Cl)ccc2NC(=O)c2ccco2)c(OC)c1 | -2
CCOC(=O)C1=C(c2ccccc2)NC(SCC(=O)Nc2ccc(C)cc2)=C(C#N)C1c1ccco1 (stereo not given) | 11
CCOC(=O)CN1C(=O)C(CC)Oc2ccccc21 (stereo not given) | 3
CC(Oc1ccc(Cl)cc1Cl)C(=O)NCCN1CCOCC1 (stereo not given) | 2
Nc1[nH]nc2nc(N3CCCC3)nc(-c3ccccc3)c12 | 2
N#Cc1cc2cc3c(cc2nc1N1CCOCC1)OCO3 | -9
CC(=O)N1CCC(C(=O)Nc2ccccc2)(N(Cc2ccccc2)C(=O)c2cccnc2)CC1 | -11
Cn1nc(-c2ccc(N3CCOCC3)c(NC(=O)c3ccccc3)c2)c2ccccc2c1=O | -55
CCOC(=O)N1CCN(C(=O)c2ccc(CNS(=O)(=O)c3ccc(C)cc3)cc2)CC1 | -5
O=C(OCn1nnc2ccccc2c1=O)c1ccc2ncsc2c1 | -27
CCOc1ccccc1-n1c(SCC(=O)NC2CCCC2)nnc1-c1ccoc1C | 5
CS(=O)(=O)N(CCc1ccccc1)CC(=O)NCc1ccccn1 | -5

Some values from above.
CC(=O)N1CCC(C(=O)Nc2ccccc2)(N(Cc2ccccc2)C(=O)c2cccnc2)CC1 in GBA activity up reads -11
COc1ccc(NC(=O)c2cc(Cl)ccc2NC(=O)c2ccco2)c(OC)c1 in GBA activity up reads -2
CS(=O)(=O)N(CCc1ccccc1)CC(=O)NCc1ccccn1 in GBA activity up reads -5
CCOc1ccccc1-n1c(SCC(=O)NC2CCCC2)nnc1-c1ccoc1C in GBA activity up reads 5
CCOC(=O)C1=C(c2ccccc2)NC(SCC(=O)Nc2ccc(C)cc2)=C(C#N)C1c1ccco1 (stereo not given) in GBA activity up reads 11
Cn1nc(-c2ccc(N3CCOCC3)c(NC(=O)c3ccccc3)c2)c2ccccc2c1=O in GBA activity up reads -55

(further entries)
SMILES | GBA activity up
N#CC(C(=O)c1ccc(S(=O)(=O)N2CCCCCC2)cc1)c1nc2ccccc2[nH]1 (stereo not given) | 2
CCCC(c1nnnn1CS(=O)(=O)c1ccc(C)cc1)N1CCN(c2ccc(F)cc2)CC1 (stereo not given) | -1
CCSc1nnc(NC(=O)CSc2nnc(-c3c[nH]c4ccccc34)n2C)s1 | -22
C=C(C)CSCc1nc2ccccc2[nH]1 | -3
Cc1nc2ccccc2n1CCC(=O)Nc1cccc(F)c1 | 8
CC1(C)Cc2ccccc2C(=O)N1 | -11
c1ccc(CSc2nnc(-c3ccco3)n2Cc2ccco2)cc1 | -43
CC(NC(=O)Cn1nc(C(=O)O)c2ccccc2c1=O)c1ccccc1 (stereo not given) | 5
Brc1ccccc1-c1nnc(CSc2nnc3sc4ccccc4n23)o1 | -50
CC1CCc2c(sc3c2C2=NS(=O)(=O)CCN2C=N3)C1 (stereo not given) | -1
O=C(O)C1CC=C(Cl)CC1C(=O)NCC1OCCc2ccccc21 (stereo not given) | -1
Cc1cc(S(=O)(=O)N2CCOCC2)ccc1F | 7
Cc1cc(C)nc(SCC(=O)c2cc3ccccc3oc2=O)n1 | -21
CC(=O)c1c(C)[nH]c(C(=O)CSc2nnc(CN3CCCCCC3=O)n2-c2ccccn2)c1C | -37
Cc1cc2nc(C3CCN(Cc4nnnn4Cc4cccs4)CC3)[nH]c2cc1C | -5
C[C@@H]1C[C@H]2[C@@H]3CCC4=CC(=O)C=C[C@]4(C)[C@@]3(F)[C@@H](O)C[C@]2(C)[C@@]1(O)C(=O)COP(=O)(O)O | -8
O=C(O)c1ccccc1-c1ccccc1C(=O)NCc1ccco1 | 6
COc1cccc(C(=O)Nc2c(C)n[nH]c2C)c1 | 22
CCOc1ccc(-c2nc(CSCC(=O)NCCN3CCOCC3)c(C)o2)cc1 | 2
C=CCN1C(=O)CS/C1=C(\C#N)S(=O)(=O)c1ccc(C)cc1 | 0
O=C(Nc1ccccc1C1CC1)c1cccs1 | -8
O=C(Nc1ccc2c(c1)OCO2)C1CCN(S(=O)(=O)Cc2ccccc2)CC1 | 0
CC(C)(CNCC(O)c1ccccc1)N1CCOCC1 (stereo not given) | -9
O=C(CCN1C(=O)c2ccccc2C1=O)N1CCC(c2ccccc2)C1 (stereo not given) | -2
O=C(CSc1nc2cc(Cl)ccc2o1)c1cccs1 | -11
Cc1cc(NC(=O)CSc2nc3c(c(=O)n2-c2ccc(Br)cc2)SCC3)no1 | -3
CCCc1nnc(NC(=O)c2c(O)c3cccc4c3n(c2=O)CC4)s1 | 3
COc1ccc(C(=O)NCCCn2ccnc2)cc1 | -41
O=C1CCCc2nn(-c3ccccc3)c(-c3ccncc3)c21 | -2
O=C(C1CCCCC1)N1CCC(n2nnc3ccccc32)CC1 | 0
Cc1c(NC(=O)OCCNC(=O)Nc2ccccc2)sc(=S)n1C | 2
O=C(COC(=O)c1ccccc1S(=O)(=O)N1CCCCC1)NCC(F)(F)F | -2
CCc1nc(C)cn1S(=O)(=O)c1cc(Br)c(C)cc1OC | 3
Cc1cc(C)nc(N2CCC(C(=O)Nc3nnc(C)s3)CC2)n1 | -26
COc1cccc(C(=O)Nc2c(F)c(F)c(F)c(F)c2F)c1 | 0
COc1cc2c(c(OC)c1)C(c1ccncc1)CC(=O)N2 (stereo not given) | 2
Cc1cc2ccccc2c(=O)n1CC(=O)NCC(=O)N1CCN(c2cccc(Cl)c2)CC1 | -6
COC(=O)C1CCN(C(=O)COC(=O)Cn2cnnn2)CC1 | -1
CCOC(=O)c1cc(C(=O)OCC)c2cc(Br)ccc2n1 | -22
Cc1c(NC(=O)Cn2nc(C(=O)O)c3ccccc3c2=O)c(=O)n(-c2ccccc2)n1C | 0
COc1cccc(C(=O)OC(C)CN2CCCC2)c1 (stereo not given) | -7
Cc1cc(C)cc(N(C(C)C(=O)Nc2c(C)n(C)n(-c3ccccc3)c2=O)S(C)(=O)=O)c1 (stereo not given) | 9
CC(C)c1nnc(NC(=O)CCC(=O)NCC2CCCO2)s1 (stereo not given) | -11
